# Bioassay records (PubChem BioAssay)
# ATXN2 expr inh: ATXN2 expression inhibition. Potency, µM (top dose mostly 57 µM), without a hit: at the top dose activity change, negative = inhibition, most hits filed as inhibitors. HEK-293 ATXN2-luciferase reporter, luminescence, 24 h. 360,000 compounds, 0.72% hits; note: potency is the fitted concentration of half-maximal effect; % is set by controls: 0 for no effect and ±100 for the full control effect; nearly all actives have a fitted effect of over 55% in size
#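 qHTS (up to 57 uM final) was run with 24 h compound exposure of reporter cells at 37 °C. Each well was multiplexed: SteadyGlo luminescence measured ATXN2-luciferase expression after a fluorogenic Gly-Phe-AFC viability readout (25 uM final).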
# TGFb inhibitor: blocks TGF-b signaling | HepG2 CAGA-GFP TGF-b/SMAD3 reporter, GFP fluorescence, 18 h; TGF-beta stimulated, 500 pg/mL final | Potency, µM (top dose mostly 46.1 µM), inactives show at the highest dose activity, negative = inhibition, most hits filed as inhibitors | 410,000 compounds, 1.2% hits; note: potency is the fitted concentration of half-maximal effect; % is set by controls: 0 for no effect and ±100 for the full control effect; nearly all actives have a fitted effect of over 65% in size
#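 GFP signal (ex488/em500-530) from TGF-beta-stimulated HEPG2 CAGA-GFP cells, 500 pg/mL final, 18 h at 37 degrees C in DMEM plus 1% FBS, normalized to unstimulated and DMSO-stimulated controls.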
# Nrf2 activator: Nrf2 pathway activation | 410,000 compounds, 0.31% hits | Potency, µM (series often up to 46.1 µM), inactives show at the top dose activation, usual class: activators | AREc32 ARE-luciferase reporter (MCF7-derived line), luminescence, 24 h | AID 624171; note: potency is the fitted concentration of half-maximal effect; % of control where 0% means no effect; nearly all actives have a fitted effect of over 65% in size
#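 Luciferase luminescence (Steady-Glo, 30 min at room temperature) served as the read-out of ARE activation in AREc32 cells treated with compounds for 24 hr at 37 deg C.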
# IL-1B inflam inh: blocks inflammasome-driven IL-1 beta release. THP-1 LPS/ATP IL-1B secretion, AlphaLISA, 16 h; active compounds read low. activity change, % at 57.5 µM. AID 743279. 360,000 compounds, 4.7% hits; in the data active = activity change below about -50%; inconclusive = mostly about -30% to -49%; note: % is set by controls: 0 for no effect and ±100 for the full control effect
#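 Secreted IL-1B measured by AlphaLISA bead assay after 16 h compound exposure of THP-1 cells; compounds (final up to 57.5 uM) added 1 h before LPS (250 ng/mL) and ATP (1.25 mM) stimulation; lower signal means less secretion.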
# HepG2 viability: kills HepG2 cells in TGF-b inhibitor counter-screen. 410,000 compounds, 0.76% hits. HepG2 CAGA-GFP viability, ATP luminescence, 18 h. Potency, µM (series often up to 46.1 µM), without a hit: at the highest dose activity change, negative = cytotoxicity, most hits filed as cytotoxic; note: potency is the fitted concentration of half-maximal effect; some results filed as inactive show a strong effect at the top dose
#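 CellTiter-Glo luminescence gave cytotoxicity after 18 hours at 37 degrees C. The cells were HepG2 CAGA-GFP in 1% FBS DMEM, stimulated with 500 pg/mL TGF-beta after compound addition. %Activity was normalised to no-cell wells (complete cell-killing) and DMSO (no toxicity), and curves were fitted and classified.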
# MCF10A rerep: inducers of DNA re-replication in MCF 10A breast cells. AID 624296. MCF 10A DNA re-replication, Hoechst nuclear intensity, 48 h. Potency, µM (series often up to 46.1 µM), for the others: at the top dose activity, positive = re-replication, most hits filed as activators. 350,000 compounds, 2.9% hits; note: potency is the fitted concentration of half-maximal effect; % of control where 0% means no effect; nearly all actives have a fitted effect of over 50% in size
# A549 tox: counter-screen for Nrf2 inhibitors: cytotoxicity in A549 cells. Potency, µM (series often up to 46 µM), without a hit: at the top dose activity change, negative = cytotoxicity, actives largely listed as inhibitors. 390,000 compounds, 0.16% hits. AID 504648. A549 ARE-Fluc cells, CellTiter-Fluor viability, 18-24 h; note: potency is the fitted concentration of half-maximal effect; % is set by controls: 0 for no effect and ±100 for the full control effect
#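 A549 ARE-Fluc cells in 5% FBS OPTI-MEM, 5000 cells/well, rested 2 h then exposed to compounds in concentration-response for 18-24 h at 37 °C. Viability by CellTiter-Fluor fluorescence (Ex 405/Em 525) after 30 min; luciferase luminescence (BugLite, 15 min, RT) read afterwards.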
# ATXN viability: viability counter-screen for ATXN expression inhibitors. S2 cells (HEK-293 line with an ATXN2-luciferase reporter) viability, CellTiter-Fluor protease fluorescence, 24 h. Potency, µM (series often up to 56.7 µM), usual class: cytotoxic. 400,000 compounds, 0.49% hits. AID 651635; note: potency is the fitted concentration of half-maximal effect; nearly all actives have a fitted effect of over 40% in size
# Nrf2 inh: inhibitors of Nrf2 signaling | AID 504444 | Potency, µM (top dose mostly 46 µM), for the others: top-dose activity change, negative = inhibition, most hits filed as inhibitors | 360,000 compounds, 2.1% hits | A549 ARE-Fluc reporter, luciferase luminescence, 18-24 h; note: potency is the fitted concentration of half-maximal effect; % is set by controls: 0 for no effect and ±100 for the full control effect; nearly all actives have a fitted effect of over 60% in size
#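 Quantitative HTS in A549 cells stably bearing an antioxidant response element-firefly luciferase construct. Inhibition of Nrf2-driven transcription was scored by luminescence after 18-24 h of compound exposure at 37 °C.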
# An asterisk follows results filed as active; i = inactive; ? = inconclusive; / = not tested or not shown; & = joins results of further samples; [ ] = another dose, or the depositor's remark. Unless noted, calls come from the whole dose curve; as a rule, active = well fitted curve in the direction sought with a large enough effect; inconclusive = small, poorly fitted or top-dose-only effect, or another doubt; inactive = no such curve, though single readings can be large; an effect the other way counts as inactive or inconclusive.
SMILES	ATXN2 expr inh	TGFb inhibitor	Nrf2 activator	IL-1B inflam inh	HepG2 viability	MCF10A rerep	A549 tox	ATXN viability	Nrf2 inh
COC(=O)c1cc(C#N)c(N2CC(C)OC(C)C2)nc1C (stereo unspecified)	-3%	-7%	8.0%	-1	-16%	17%	5%	?	-3%
CCCCN(CCCNC(=O)c1cc(Nc2cccc(SC)c2)nc2ccccc12)Cc1ccccc1	/	16µM*	0.6%	/	13µM*	/	?	/	?
O=[N+]([O-])c1ccc(O)c(/C=N/NC2=NS(=O)(=O)c3ccccc32)c1	?	2%	0.9%	-11	-8%	13%	-2%	?	5%
COc1cccc(N2CCN(C(=O)c3ccc(CS(=O)Cc4ccc(C)cc4)o3)CC2)c1 (stereo unspecified)	-10%	2%	-0.1%	-1	-8%	0%	1%	i	-20%
COc1ccc(-c2nn(C)c3sc(C(=O)NCc4ccco4)cc23)cc1OC	-4%	0%	4.0%	-5	14%	-7%	0%	i	18%
CC1CCN(CCCNC(=O)c2cc(Sc3ccc(F)cc3)nc3ccccc23)CC1	/	0%	12%	/	-31%	/	-15%	/	/
Cc1ccccc1OCC(=O)Nc1ccc2c(c1)OCO2	48%[activator]	22%	4.2%	13	-1%	-2%	-1%	i	26%
COc1ccc(/C=C/C(=O)Nc2ccncc2)cc1OC	16%	-3%	-0.3%	-22	-20%	?	-10%	i	-22%
CCOc1ccccc1N(CC)C(=O)c1ccc2c(=O)n3c(nc2c1)CCCCC3	-10%	-7%	0.3%&1.9%	22	-4%&-32%	-2%	2%&12%	i	-15%&29%
N#Cc1ccccc1OCC(=O)Nc1ccc2c(c1)OCCO2	47%[activator]	3%	0.4%	-18	15%	-2%	-1%	i	25%
O=C(c1ccc(Cl)cc1)N1CCCC(C(=O)N2CCN(c3ccccc3)CC2)C1 (stereo unspecified)	/	-21%	-0.4%	11	-10%	0%	13%	i	-5%
O=C(CN1CCCCC1)Nc1ccc(Br)cc1[N+](=O)[O-]	-16%[11.3 µM]	6%	3.4%	22	3%	?	7%	i	?
COc1ccc(C(c2c(O)ccc3ccccc23)N2CCOCC2)c(OC)c1 (stereo unspecified)	-48%	6.3µM*	?	0	-114%	3.3µM*	-9%	/	?
O=C(NCCN1CCOCC1)c1cc2sccc2n1Cc1ccc(F)cc1	-8%	-3%	1.5%	-5	-11%	22%	18%	i	12%
Fc1ccc(NCc2ccccc2-c2nnc(-c3ccccc3Cl)o2)cc1	27%	-17%	?	/	-18%	/	-3%	i	?
CCOc1ccc(NC(=O)c2ccc(N3CC4CC(C3)c3cccc(=O)n3C4)c(NC(=O)c3cccnc3)c2)cc1 (stereo unspecified)	-9%	0%	0.1%	-18	16%	0%	1%	i	-12%
CCN1CCCC1CNC(=O)c1cc2cc(OC)c(OC)cc2[nH]1 (stereo unspecified)	6%	3%	0.5%	-8	-46%	-1%	-3%	i	3%
COc1cc(OC)c(Nc2nc3ccc(C)cc3n3nnnc23)cc1Cl	/	4%	5.7%	/	-12%	/	2%	/	?
Cc1ccc(S(=O)(=O)N2C[C@H]3C(=O)C[C@@H](c4cccc5ccccc45)N(S(=O)(=O)c4ccc(C)cc4)[C@H]3C[C@H]2c2ccc(Cl)cc2)cc1	4%	-3%	1.7%	1	-30%	/	/	i	/
O=C(NCc1ccco1)c1sc2cc(Cl)ccc2c1Cl	29%	?	?	?	-38%	?	1%	i	20%

# Structural class: the compounds so far containing a nitro group on carbon.
SMILES	ATXN2 expr inh	TGFb inhibitor	Nrf2 activator	IL-1B inflam inh	HepG2 viability	MCF10A rerep	A549 tox	ATXN viability	Nrf2 inh
O=[N+]([O-])c1ccc(O)c(/C=N/NC2=NS(=O)(=O)c3ccccc32)c1	?	2%	0.9%	-11	-8%	13%	-2%	?	5%
O=C(CN1CCCCC1)Nc1ccc(Br)cc1[N+](=O)[O-]	-16%[11.3 µM]	6%	3.4%	22	3%	?	7%	i	?

# Next structures.
SMILES	ATXN2 expr inh	TGFb inhibitor	Nrf2 activator	IL-1B inflam inh	HepG2 viability	MCF10A rerep	A549 tox	ATXN viability	Nrf2 inh
Cc1ccc(-n2nnnc2SC(C)C(=O)Nc2ccc(Cl)cn2)cc1 (stereo unspecified)	-2%	-3%	0.4%	-57*	-4%	-1%	4%	i	3%
O=c1cnnc(Nc2ccccc2F)[nH]1	-4%	9%	0.0%	4	0%	10%	-5%	i	-3%
C#CCOCCOCCOCCNc1nc(N2CCN(C(=O)C([C@@H](C)CC)n3cc(C(N)CC(C)C)nn3)CC2)nc(N2CCN(C(=O)[C@H](CCC(=O)O)n3cc(C(N)CC(C)C)nn3)CC2)n1 (stereo partly specified)	-3%	-4%	-1.0%	11	-1%	0%	-4%	i	?
Cc1noc(C)c1S(=O)(=O)N1CCC(C(=O)N2CCN(c3ccc(F)cc3)CC2)CC1	-4%	2%	-0.5%	9	-15%	11%	2%	i	-8%
CCOc1ccc(Cl)cc1CNCCCSc1ncccn1	-7%	1%	-0.7%	-28	-39%	25%	1%	?	-10%
Cc1ccc(NC(=O)c2cc(-c3cc(C)c(C)cc3O)n[nH]2)cc1C	1%	-1%	0.5%	-4	1%	8%	0%	i	2%
O=C(CSc1nnc(-c2cccs2)n1-c1ccccc1)NCC1CCCO1 (stereo unspecified)	0%	4%	0.4%	-2	-25%	18%	-9%	i	-28%
O=C(NCc1cccs1)c1ccc(N2CCCC2=O)cc1	36%	-9%	0.1%	18	-7%	-12%	4%	i	21%
COCCN(C(=S)Nc1cccc(OC)c1)C(C)c1cccs1 (stereo unspecified)	-15%	0%	2.8%	-1	3%	17%	2%	i	1%
O=S(=O)(NCCCc1ccccc1)c1ccc(F)c(F)c1	-15%	-23%	0.0%	-3	-22%	-8%	1%	i	-14%
CCN(CC)c1ccc(C2C(C(=O)OC(C)C)C(=O)CC(C)(O)C2C(=O)OC(C)C)cc1 (stereo unspecified)	-15%	40%[activator]	0.1%	-10	-34%	14%	2%	i	-9%
CC(=O)Nc1ccc(S(=O)(=O)N2c3ccc(F)cc3CCC2C)cc1 (stereo unspecified)	?	?	-0.5%	75	-11%	?	-15%	?	-4%
Cc1ccc2nc(-c3ccc(N4C(=N)SC5CS(=O)(=O)CC54)cc3)sc2c1 (stereo unspecified)	34%[activator]	4%	3.9%[9.22 µM]	-18	-1%	9%	-4%	i	?
CSc1ccc(/C=C(\NC(=O)c2ccco2)C(=O)N2CCCCC2)cc1	-5%	0%	-0.1%	0	-43%	1%	-4%	i	-10%
CCCOC(=O)c1ccc(N2C(=O)c3ccccc3C2=O)cc1	11%	-3%	-0.8%	18	-8%	-5%	-5%	i	1%
CC(C)(C)OC(=O)N1CCC(c2c(C(=O)N3CCOCC3)cnn2-c2ccccc2Cl)CC1	/	-31%	-1.2%	/	4%	/	-2%	/	?
O=C(CCNS(=O)(=O)c1ccc2[nH]c(=O)oc2c1)NCc1ccccc1	-4%	2%	-0.2%	8	5%	6%	6%	i	9%
COc1ccc(NC(=O)c2cc3c(Cl)nc4ccccc4c3s2)c(OC)c1	-1%	-8%	-0.2%	-10	10%	0%	0%	i	2%
CCOc1ccccc1NC(=O)N1C2CCCC1CC(NC(=O)C1CC1)C2 (stereo unspecified)	-3%	4%	-0.5%	8	-5%	5%	3%	i	9%
COC(=O)CSc1nc2c(c(-c3ccc(O)cc3)c1C#N)CCCC2	-31%	?	2.9%	17	-50%	18µM*	2%	i	22%

# (next part)
SMILES	ATXN2 expr inh	TGFb inhibitor	Nrf2 activator	IL-1B inflam inh	HepG2 viability	MCF10A rerep	A549 tox	ATXN viability	Nrf2 inh
COC(C(=O)Nc1ccc(C(C)=O)cc1)c1ccccc1 (stereo unspecified)	/	10%	0.1%	0	2%	-1%	2%	i	?
CNC(=O)C1CCC(=O)N1Cc1ccc(C)cc1 (stereo unspecified)	4%	9%	-0.7%	14	2%	9%	2%	i	25%
Cc1ccc(N2C(=O)CSC23C(=O)N(CC(=O)NCc2ccccc2)c2ccccc23)cc1 (stereo unspecified)	0%	-27%	3.1%	/	-12%	/	8%	i	23%
O=C(NCc1cccnc1)c1ccccc1-c1nc(-c2ccccc2)no1	4%	-4%	0.0%	1	-14%	-5%	-5%	i	4%
COc1cccc(N(CC(=O)NCCSCc2ccco2)S(=O)(=O)c2ccccc2)c1	0%	0%	0.2%	-13	-3%	5%	2%	i	-12%
COC(=O)CN1C(=O)[C@H]2[C@@H](c3ccc(C)o3)N3C(=O)CN(CC4CC4)C(=O)[C@@]3(Cc3ccccc3)[C@H]2C1=O	1%	8%	0.2%	31	-8%	-6%	0%	i	10%
O=C(c1ccc(N2C(=O)c3ccccc3C2=O)cc1)N1CCCCC1	6%	-7%	0.0%	5	1%	2%	-3%	i	5%
COc1ccc(Br)cc1/C=C/C(=O)NC(=S)Nc1ccc(Cl)c(C(=O)O)c1	/	-4%	8.4%	6	1%	?	0%	/	-2%
Cn1nnnc1Sc1ncnc2scc(-c3cccc(F)c3)c12	?	10µM*	?	/	-110%	?	?	?	?
Cc1cc(C)c(S(=O)(=O)Nc2ccc(-c3ccc(N4CCCCC4)nn3)cc2)c(C)c1	11%	-20%	2.3%	/	-26%	/	-7%	?	/
COc1ccc(S(=O)(=O)N(C)C[C@H]2Oc3ccc(NC(=O)Cc4cn(C)c5ccccc45)cc3C(=O)N([C@@H](C)CO)C[C@@H]2C)cc1	3%	?	3.9%	-2	-17%	-1%	1%	i	1%
Cc1cc2ncn(C(=O)N3CCOCC3)c2cc1C	7%	-16%	0.0%	9	3%	1%	-14%	i	17%
COc1ccc(NC(=O)c2cccn2-c2nnc(N3CCCCC3)s2)c(OC)c1	/	0%	4.2%	/	-2%	/	-2%	/	?
OC(c1ccc2ccccc2n1)c1c(Cl)cccc1Cl (stereo unspecified)	4%	4%	2.7%	-15	-12%	8%	-3%	i	1%
